Screening results as filed in PubChem BioAssay.
LMPTP inh: blocks human LMPTP phosphatase. P24666. recombinant LMPTP-A, OMFP fluorogenic substrate, fluorescence intensity. inhibition, % at 20 µM. 360,000 compounds, 0.22% hits. AID 651560;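 active = compounds that cut the enzyme signal by at least half of the control window in the single-dose screen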;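 note: plate controls were DMSO wells with enzyme plus substrate for no effect and substrate without enzyme for full effect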
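Test system: LMPTP-A phosphatase enzyme; input: 0.625 nM LMPTP-A final; reagent: OMFP substrate, 400 µM final; compound dosing: 20 µM single dose, 3% DMSO; incubation: 50 min dark incubation at room temperature; measured by: endpoint fluorescence intensity from OMFP dephosphorylation; measure: % inhibition relative to no-enzyme and uninhibited control wells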
PABP1 MLLE inh: blocks PAM2 peptide binding to the PABP1 MLLE domain; P11940; GST-MLLE / FITC-PAM2 fluorescence polarization; inhibition, % at 20 µM; 360,000 compounds, 0.36% hits; AID 588489; in the data active = inhibition above about 35%, passing the limit was not always enough;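 note: plate controls were DMSO wells with GST-MLLE for no effect and wells lacking GST-MLLE protein for full effect; some results filed as inactive read as strong as hits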
NadD block: NadD (S. aureus) enzyme inhibition. AID 602399. 360,000 compounds, 0.78% hits. purified NadD enzyme, colorimetric absorbance read-out. inhibition, % at 20 µM; in the data active = inhibition above about 26%; note: some compounds past the cut are filed as inactive
STEP block: STEP (human) phosphatase inhibition; P54829; recombinant STEP, OMFP fluorogenic substrate, fluorescence; inhibition, % at 20 µM; 360,000 compounds, 0.25% hits;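 active = inhibition at 20 µM, scaled per plate between control wells, above about 37%, limit read from the data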;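 note: 0% = DMSO with enzyme and substrate and 100% = substrate only without enzyme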
Target sequence (P54829 whole entry, looked up): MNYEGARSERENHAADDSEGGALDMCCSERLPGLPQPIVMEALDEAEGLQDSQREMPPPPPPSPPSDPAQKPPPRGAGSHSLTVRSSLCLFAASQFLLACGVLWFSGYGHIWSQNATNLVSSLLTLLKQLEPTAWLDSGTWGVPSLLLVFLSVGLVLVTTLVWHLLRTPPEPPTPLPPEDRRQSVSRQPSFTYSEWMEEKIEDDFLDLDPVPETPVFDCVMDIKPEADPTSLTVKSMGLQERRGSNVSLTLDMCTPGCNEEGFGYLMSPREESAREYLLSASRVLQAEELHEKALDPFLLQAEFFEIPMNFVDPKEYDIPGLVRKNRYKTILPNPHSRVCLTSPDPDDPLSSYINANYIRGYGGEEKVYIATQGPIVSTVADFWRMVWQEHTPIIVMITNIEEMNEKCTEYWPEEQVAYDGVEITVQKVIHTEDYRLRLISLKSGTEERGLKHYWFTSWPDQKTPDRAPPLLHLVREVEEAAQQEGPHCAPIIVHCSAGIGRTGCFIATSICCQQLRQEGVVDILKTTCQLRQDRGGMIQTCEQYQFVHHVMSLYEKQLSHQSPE
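material = STEP tyrosine phosphatase | reagent = fluorogenic phosphatase substrate OMFP at 25 µM final | doses = single compound dose of 20 µM, 1% DMSO final | schedule = 20 min reaction, room temperature, in the dark | measured by = fluorescence, 480/540 nm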
Tb MetRS inh: blocks T. brucei methionyl-tRNA synthetase activity. purified T. brucei MetRS, ATP depletion, Kinase-Glo luminescence. inhibition, % at 11.9 µM. 360,000 compounds, 0.4% hits;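 active = inhibition above a per-plate cutoff of the control wells' mean inhibition plus 3 SD, cut at about 5.5% in these data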;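 note: 0% = DMSO wells median and 100% = median of wells with control inhibitor compound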
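Material: T. brucei methionyl-tRNA synthetase, purified; reagent: substrates ATP, L-methionine and bulk Escherichia coli tRNA; dosing: 11.9 µM single point; timing: 15 min plus 2 h at 25 °C; detection: luminescence of leftover ATP; evaluation: % inhibition; control set: DMSO-only wells as low control; replicates: singlicate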
Scp-1 inhibitor: blocks human Scp-1 phosphatase activity; Recombinant Scp1, phosphopeptide, malachite green phosphate absorbance; inhibition, % at 20 µM; Q9GZU7; 340,000 compounds, 0.88% hits;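 active = inhibition above about 50% at 20 µM, limit read from the data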;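 note: plate controls were DMSO wells with enzyme for no effect and wells lacking enzyme for full effect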
Target sequence (Q9GZU7 76-261 limits assumed): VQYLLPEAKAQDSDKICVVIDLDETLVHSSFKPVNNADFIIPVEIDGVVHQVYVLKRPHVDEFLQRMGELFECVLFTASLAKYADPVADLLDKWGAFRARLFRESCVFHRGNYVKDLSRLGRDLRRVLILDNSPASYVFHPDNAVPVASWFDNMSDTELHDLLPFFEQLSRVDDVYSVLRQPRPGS
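Test system: SCP-1 phosphatase catalytic domain, residues 76-261; measured by: colorimetric phosphate reagent with accelerator and stabiliser, absorbance at 630 nm; timing: enzyme reaction 45 min at room temperature, colour 5 min, stabilisation 30 min; also added: Phosphorylated 17-residue peptide substrate; compound dosing: one concentration, 20 µM, with 1.0% DMSO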
CSN inh: CSN deneddylation inhibition. Q92905. Purified CSN, SCF-Nedd8-OG deneddylation, fluorescence polarization. inhibition, % at 12.5 µM. 360,000 compounds, 0.38% hits. AID 651999;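 active = pattern-corrected inhibition above about 35%, with an unprinted fluorescence ratio check between 0.5 and 1.5, limit read from the data, passing the limit was not always enough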;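 note: 0% = enzyme with substrate and 100% = substrate without enzyme; some results filed as inactive read as strong as hits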
Target sequence (Q92905 whole entry, looked up, one chain of several): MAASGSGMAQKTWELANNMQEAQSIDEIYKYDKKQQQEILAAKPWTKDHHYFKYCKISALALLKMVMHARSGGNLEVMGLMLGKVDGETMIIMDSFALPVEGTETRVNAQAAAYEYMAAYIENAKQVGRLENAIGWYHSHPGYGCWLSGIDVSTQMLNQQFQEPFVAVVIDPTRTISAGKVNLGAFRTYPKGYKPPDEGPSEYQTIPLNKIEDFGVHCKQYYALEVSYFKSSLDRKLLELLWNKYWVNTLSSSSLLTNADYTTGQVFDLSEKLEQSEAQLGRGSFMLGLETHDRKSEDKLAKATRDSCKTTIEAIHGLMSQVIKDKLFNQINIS
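Detection – fluorescence polarization · System – HEK293T-derived human Csn5 enzyme · Controls – substrate-only high control, full reaction low control · Timing – 90 min, room temperature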
Rpn11 inh: Rpn11 (human) deubiquitinase inhibition | 360,000 compounds, 0.59% hits | O00487 | AID 588493 | calls only at 20 µM | human 26S proteasome, Ub4-pepOG fluorescence polarization; 20S core pre-blocked with epoxomicin;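 active = inhibition at 20 µM, scaled to each plate's controls, above about 33%, limit read from the data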
SUMO1-SIM PPI: SUMO1-SIM interaction modulation | 360,000 compounds, 0.33% hits | P63165 | inhibition, % at 20 µM | SUMO1 binding to a labelled peptide, TR-FRET, 1 h | AID 602429; in the data active = inhibition above about 37%
DNMT1 block: blocks human DNA methyltransferase DNMT1 | P26358 | DNMT1 molecular beacon, Hinp1I cleavage, fluorescence | inhibition (reported as % activation of signal), % at 10 µM | 360,000 compounds, 0.83% hits | AID 588458; in the data active = inhibition above about 50%
Starred values were filed as active, the others as inactive.

Results for CC1CN(Cc2ccccc2)c2nc3c(c(=O)n(CC(N)=O)c(=O)n3C)n2C1 (stereo not drawn) ?
LMPTP inh: -1.5; PABP1 MLLE inh: -4.0; NadD block: -5.1; STEP block: 3.0; Tb MetRS inh: -0.7; Scp-1 inhibitor: 41.4; CSN inh: -3.0; Rpn11 inh: inactive; SUMO1-SIM PPI: -0.3; DNMT1 block: 2.8

How did O=C1NC(=O)C(c2ccccc2)(c2ccccn2)N1 (stereo not drawn) do in these assays?
LMPTP inh: 0.3; PABP1 MLLE inh: -16.0; NadD block: -3.4; STEP block: -1.1; Tb MetRS inh: -0.4; Scp-1 inhibitor: -7.7; CSN inh: 2.7; Rpn11 inh: inactive; SUMO1-SIM PPI: 0.6; DNMT1 block: 3.2

What do the screens show for `O=C(NC1CCS(=O)(=O)C1)c1cccc(S(=O)(=O)N2CCCC2)c1` (stereo not drawn)?
LMPTP inh: 1.6; PABP1 MLLE inh: 5.5; NadD block: -5.7; STEP block: -3.3; Tb MetRS inh: 0.5; Scp-1 inhibitor: -3.3; CSN inh: 13.2; Rpn11 inh: inactive; SUMO1-SIM PPI: 2.3; DNMT1 block: -0.8

How did COc1ccc(C(=O)NN/C(C)=C/C(=O)c2ccccc2)cc1 do in these assays?
LMPTP inh: -1.1; PABP1 MLLE inh: -8.0; NadD block: 0.6; STEP block: -0.9; Tb MetRS inh: -0.3; Scp-1 inhibitor: -8.6; CSN inh: 0.9; Rpn11 inh: inactive; SUMO1-SIM PPI: -2.3; DNMT1 block: 1.4

What do the screens show for `COc1cc(C(=O)OCc2ccc([N+](=O)[O-])cc2)cc(OC)c1OC`?
LMPTP inh: -0.3; PABP1 MLLE inh: -13.4; NadD block: -3.3; STEP block: 1.7; Tb MetRS inh: 0.0; Scp-1 inhibitor: -1.4; CSN inh: -2.7; Rpn11 inh: inactive; SUMO1-SIM PPI: -3.6; DNMT1 block: -0.5

Results for O=C(NCc1cccs1)C1CCC(=O)N1C1CCCCC1 (stereo not drawn) ?
LMPTP inh: 0.5; PABP1 MLLE inh: -5.8; NadD block: 5.9; STEP block: -0.5; Tb MetRS inh: -1.1; Scp-1 inhibitor: 0.2; CSN inh: 4.5; Rpn11 inh: inactive; SUMO1-SIM PPI: 1.2; DNMT1 block: -3.5

What do the screens show for `O=C(O)c1ccc(CNC(=O)C23CC4CC(CC(C4)C2)C3)cc1`?
LMPTP inh: -0.9; PABP1 MLLE inh: -7.8; NadD block: -6.2; STEP block: -1.4; Tb MetRS inh: -0.3; Scp-1 inhibitor: -3.4; CSN inh: 3.1; Rpn11 inh: inactive; SUMO1-SIM PPI: -1.8; DNMT1 block: 1.6

How did C=CC[N+](C)(C)c1ccc(CCC(=O)CCc2ccc([N+](C)(C)CC=C)cc2)cc1 do in these assays?
LMPTP inh: -0.5; PABP1 MLLE inh: -6.5; NadD block: 0.4; STEP block: 1.4; Tb MetRS inh: -0.3; Scp-1 inhibitor: -6.3; CSN inh: -3.4; Rpn11 inh: inactive; SUMO1-SIM PPI: -14.5; DNMT1 block: 1.3

How did Cc1cc(CN(C)C)c(O)c(C2(C)CCCCC2)c1 do in these assays?
LMPTP inh: -2.2; PABP1 MLLE inh: 0.5; NadD block: -11.7; STEP block: 0.3; Tb MetRS inh: -0.9; Scp-1 inhibitor: -0.3; CSN inh: -0.5; Rpn11 inh: inactive; SUMO1-SIM PPI: -2.9; DNMT1 block: -0.9

What do the screens show for `C=CCN=C1SC(C)(C)C(=O)N1S(=O)(=O)c1ccc(C)cc1`?
LMPTP inh: 1.2; PABP1 MLLE inh: 4.3; NadD block: -3.9; STEP block: 0.8; Tb MetRS inh: 0.0; Scp-1 inhibitor: -10.4; CSN inh: 7.6; Rpn11 inh: inactive; SUMO1-SIM PPI: 0.7; DNMT1 block: 2.0

Results for COCCn1c(SCC(=O)Nc2cccnc2Cl)nc2ccccc2c1=O ?
LMPTP inh: -1.7; PABP1 MLLE inh: 5.4; NadD block: -5.3; STEP block: -2.1; Tb MetRS inh: -0.4; Scp-1 inhibitor: -10.4; CSN inh: -4.4; Rpn11 inh: inactive; SUMO1-SIM PPI: 0.8; DNMT1 block: -1.8

What do the screens show for `Cc1nnc(NC(=O)CC(CN(C)S(=O)(=O)c2ccccc2)c2ccccc2)s1` (stereo not drawn)?
LMPTP inh: -1.3; PABP1 MLLE inh: -6.4; NadD block: -4.3; STEP block: 1.5; Tb MetRS inh: -0.3; Scp-1 inhibitor: -10.3; CSN inh: 0.9; Rpn11 inh: inactive; SUMO1-SIM PPI: 3.0; DNMT1 block: 0.3

Results for O=C(/C=C/c1cccc(Cl)c1)c1nc2ccccc2[nH]1 ?
LMPTP inh: 3.4; PABP1 MLLE inh: 2.8; NadD block: 8.2; STEP block: -1.6; Tb MetRS inh: 2.3; Scp-1 inhibitor: 5.2; CSN inh: 12.8; Rpn11 inh: inactive; SUMO1-SIM PPI: -0.3; DNMT1 block: -19.0

What do the screens show for `COc1ccc(CC2CCOC2=O)cc1` (stereo not drawn)?
LMPTP inh: -1.5; PABP1 MLLE inh: -13.7; NadD block: -2.6; STEP block: -0.3; Tb MetRS inh: -0.3; Scp-1 inhibitor: -22.5; CSN inh: 7.0; Rpn11 inh: inactive; SUMO1-SIM PPI: 14.0; DNMT1 block: 1.4

How did COc1cccc(OC)c1C(=O)Nn1c(C2CCC2)nc2ccccc2c1=O do in these assays?
LMPTP inh: -0.8; PABP1 MLLE inh: 2.6; NadD block: -11.8; STEP block: 0.6; Tb MetRS inh: -0.3; Scp-1 inhibitor: -3.4; CSN inh: -7.8; Rpn11 inh: inactive; SUMO1-SIM PPI: 0.0; DNMT1 block: 5.2

Pulled one by one from above, two records:
What do the screens show for `COc1cc(C(=O)OCc2ccc([N+](=O)[O-])cc2)cc(OC)c1OC`?
LMPTP inh: -0.3; PABP1 MLLE inh: -13.4; NadD block: -3.3; STEP block: 1.7; Tb MetRS inh: 0.0; Scp-1 inhibitor: -1.4; CSN inh: -2.7; Rpn11 inh: inactive; SUMO1-SIM PPI: -3.6; DNMT1 block: -0.5

What do the screens show for `COc1ccc(CC2CCOC2=O)cc1` (stereo not drawn)?
LMPTP inh: -1.5; PABP1 MLLE inh: -13.7; NadD block: -2.6; STEP block: -0.3; Tb MetRS inh: -0.3; Scp-1 inhibitor: -22.5; CSN inh: 7.0; Rpn11 inh: inactive; SUMO1-SIM PPI: 14.0; DNMT1 block: 1.4

(list continues)
Results for Cc1cccc(N2C(=O)C3C4C=CC(C4)C3C2=O)c1 (stereo not drawn) ?
LMPTP inh: -2.7; PABP1 MLLE inh: -12.4; NadD block: 2.0; STEP block: 1.7; Tb MetRS inh: -0.3; Scp-1 inhibitor: -0.6; CSN inh: 0.0; Rpn11 inh: inactive; SUMO1-SIM PPI: 0.6; DNMT1 block: 4.1

Results for Cc1ccc(NC(=O)CSC2=C(C#N)C(c3ccco3)CC(=O)N2)cc1 (stereo not drawn) ?
LMPTP inh: 0.8; PABP1 MLLE inh: 13.2; NadD block: -2.3; STEP block: -4.8; Tb MetRS inh: -0.4; Scp-1 inhibitor: -14.9; CSN inh: -5.2; Rpn11 inh: inactive; SUMO1-SIM PPI: 2.0; DNMT1 block: 1.2

Results for CC(C)CNC(=O)N[C@@H](CC(C)C)C(=O)O ?
LMPTP inh: -3.3; PABP1 MLLE inh: 8.9; NadD block: -9.1; STEP block: 0.5; Tb MetRS inh: -0.7; Scp-1 inhibitor: -4.1; CSN inh: 0.2; Rpn11 inh: inactive; SUMO1-SIM PPI: 0.0; DNMT1 block: 1.8

How did COc1cccc(C(C)(O)c2nc(-c3ccc(OC)nc3)cs2)c1 (stereo not drawn) do in these assays?
LMPTP inh: 0.0; PABP1 MLLE inh: 15.1; NadD block: -0.5; STEP block: -1.4; Tb MetRS inh: 0.0; CSN inh: 7.6; Rpn11 inh: inactive; SUMO1-SIM PPI: -3.3; DNMT1 block: -8.0

Results for CCCCCCSC1=C(C#N)C(c2ccccc2)CC(=O)N1 (stereo not drawn) ?
LMPTP inh: 0.0; PABP1 MLLE inh: -6.1; NadD block: -3.3; STEP block: -8.6; Tb MetRS inh: -1.1; Scp-1 inhibitor: -9.4; CSN inh: -1.2; Rpn11 inh: inactive; SUMO1-SIM PPI: 1.5; DNMT1 block: 1.5

How did CCc1ccc(CN(C)C(=O)CCc2nnc(CCc3cccc(OC)c3)o2)nc1 do in these assays?
LMPTP inh: -0.5; PABP1 MLLE inh: 4.8; NadD block: -3.8; STEP block: 4.0; Tb MetRS inh: -0.1; Scp-1 inhibitor: 0.7; CSN inh: 3.7; Rpn11 inh: inactive; SUMO1-SIM PPI: 4.1; DNMT1 block: 2.3

Results for COc1ccc(N2CCN(C(=O)CSc3nnc(-c4cccnc4)n3-c3ccccc3)CC2)cc1 ?
LMPTP inh: -0.2; PABP1 MLLE inh: -15.3; NadD block: 2.2; STEP block: -0.3; Tb MetRS inh: -0.8; Scp-1 inhibitor: -9.2; CSN inh: -0.7; Rpn11 inh: inactive; SUMO1-SIM PPI: 2.3; DNMT1 block: -2.0

What do the screens show for `Cc1ccc(S(=O)(=O)N2CCC(NC(=O)C3CCCCC3)CC2)cc1`?
LMPTP inh: -0.5; PABP1 MLLE inh: -8.7; NadD block: -13.1; STEP block: 0.0; Tb MetRS inh: -0.5; Scp-1 inhibitor: -4.8; CSN inh: 2.8; Rpn11 inh: inactive; SUMO1-SIM PPI: 4.9; DNMT1 block: 3.1

Results for CCCC(=O)NC(Nc1cccc(C(F)(F)F)c1)C(Cl)(Cl)Cl (stereo not drawn) ?
LMPTP inh: 2.7; PABP1 MLLE inh: 0.5; NadD block: -9.0; STEP block: -0.3; Tb MetRS inh: -0.2; Scp-1 inhibitor: -5.7; CSN inh: 0.0; Rpn11 inh: inactive; SUMO1-SIM PPI: -1.7; DNMT1 block: 5.3

What do the screens show for `Cc1cc(N2CCN(C)CC2)nc2ccc(NC(=S)NCCC(C)C)cc12`?
LMPTP inh: -2.5; PABP1 MLLE inh: -8.2; NadD block: -11.3; STEP block: 2.0; Tb MetRS inh: 0.1; Scp-1 inhibitor: -16.7; CSN inh: -0.1; Rpn11 inh: inactive; SUMO1-SIM PPI: -4.0; DNMT1 block: -3.8
